LYPLA2 counter: LYPLA2 inhibitors, primary screen, counter-screen for PME1 inhibitor project, biochemical, fluorescence polarization, FP-Rh probe ABPP | Acyl-protein thioesterase 2 (Homo sapiens), O95372 | recombinant LYPLA2 | inhibition, % at 5.9 µM | 320,000 tested, 0.38% active | AID 2177, 2009;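 active = inhibition above the screen-wide mean plus 3 SD, limit set per campaign, cut at about 26% in these data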;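 also: 0% = LYPLA2 with DMSO and 100% = wells lacking LYPLA2 enzyme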
pPAFAH FP inh: pPAFAH enzyme inhibitors, primary screen, biochemical, fluorescence polarization, human. Platelet-activating factor acetylhydrolase (Homo sapiens), Q13093. recombinant pPAFAH, FP-rhodamine probe fluorescence polarization. inhibition, % at 3.39 µM. 330,000 tested, 1.5% active;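 active = inhibition above the mean inhibition across the screen plus 3 SD, cut at about 25% in these data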;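 also: inhibitors block binding of the rhodamine activity-based probe so polarization drops; 0% = enzyme with DMSO and 100% = wells lacking pPAFAH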
PREPL inhibitor: PREPL enzyme inhibitors, primary screen, biochemical, fluorescence polarization | Prolyl endopeptidase-like (Homo sapiens), Q4J6C6 | 320,000 tested, 0.68% active | recombinant PREPL, fluorescence polarization activity-based probe | inhibition, % at 5.96 µM; in the data active = inhibition above about 43%;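 also: 0% = enzyme with DMSO and 100% = wells lacking enzyme; many of its hits are not listed in these tables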
Target sequence (Q4J6C6 whole entry, looked up): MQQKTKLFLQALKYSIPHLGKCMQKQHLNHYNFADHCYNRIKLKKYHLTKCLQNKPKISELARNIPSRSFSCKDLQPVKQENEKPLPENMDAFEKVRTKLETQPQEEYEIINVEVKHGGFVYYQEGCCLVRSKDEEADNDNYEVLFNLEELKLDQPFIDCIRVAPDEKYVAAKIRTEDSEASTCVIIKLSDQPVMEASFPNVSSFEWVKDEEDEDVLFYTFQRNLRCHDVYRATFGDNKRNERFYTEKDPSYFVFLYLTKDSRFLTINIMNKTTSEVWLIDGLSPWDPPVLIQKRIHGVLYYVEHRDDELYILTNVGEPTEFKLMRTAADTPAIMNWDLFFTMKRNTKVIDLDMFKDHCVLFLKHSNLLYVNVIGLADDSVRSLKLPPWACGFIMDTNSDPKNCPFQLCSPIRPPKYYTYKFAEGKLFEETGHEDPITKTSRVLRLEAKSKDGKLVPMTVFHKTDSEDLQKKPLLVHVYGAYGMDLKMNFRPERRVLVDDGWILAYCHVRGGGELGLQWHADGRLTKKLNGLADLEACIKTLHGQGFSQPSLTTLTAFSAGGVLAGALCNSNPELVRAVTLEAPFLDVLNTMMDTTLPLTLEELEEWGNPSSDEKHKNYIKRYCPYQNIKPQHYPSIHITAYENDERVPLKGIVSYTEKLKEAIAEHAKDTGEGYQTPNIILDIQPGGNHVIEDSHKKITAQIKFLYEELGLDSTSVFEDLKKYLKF
ZTA DNA inh: counter-screen for EBNA-1 inhibitors: inhibitors of Epstein-Barr virus ZTA | P03206 | ZTA-DNA binding, fluorescence polarization | inhibition, % at 11 µM | 320,000 tested, 0.15% active; in the data active = inhibition above about 33%
PAFAH1B3 inh: PAFAH1B3 enzyme inhibitors, primary screen, biochemical, fluorescence polarization, human. Platelet-activating factor acetylhydrolase IB subunit alpha1 (Homo sapiens), Q15102. recombinant PAFAH1B3, FP-rhodamine probe. inhibition, % at 3.39 µM. 340,000 tested, 0.28% active;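 active = inhibition above the screen-wide average of all tested compounds plus 3 SD, cut at about 25% in these data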;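 also: 0% = enzyme with DMSO only and 100% = wells lacking PAFAH1B3 protein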
PAFAH1B2 inh: PAFAH1B2 enzyme inhibitors, primary screen, biochemical, fluorescence polarization, human. Platelet-activating factor acetylhydrolase IB subunit alpha2 (Homo sapiens), P68402. recombinant PAFAH1B2, FP-rhodamine activity probe. inhibition, % at 3.39 µM. 340,000 tested, 1.2% active;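 active = inhibition above the mean of all tested compounds plus 3 SD, cut at about 24% in these data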;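 also: 0% = enzyme with DMSO and 100% = wells lacking PAFAH1B2; many of its hits are not listed in these tables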
Target sequence (P68402 whole entry, looked up): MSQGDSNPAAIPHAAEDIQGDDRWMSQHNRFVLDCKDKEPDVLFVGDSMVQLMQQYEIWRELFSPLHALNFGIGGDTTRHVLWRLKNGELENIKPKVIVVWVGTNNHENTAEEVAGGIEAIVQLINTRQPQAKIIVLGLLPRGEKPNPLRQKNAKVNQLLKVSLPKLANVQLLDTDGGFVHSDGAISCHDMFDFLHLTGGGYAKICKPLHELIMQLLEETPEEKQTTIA
PAFAH2 FP inh: PAFAH2 enzyme inhibitors, primary screen, biochemical, fluorescence polarization, human. AID 492956, 2010. inhibition, % at 3.39 µM. recombinant PAFAH2, FP-rhodamine activity probe. 340,000 tested, 0.99% active;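 active = inhibition above the mean over all tested compounds plus 3 SD, cut at about 30% in these data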;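 also: inhibitors block probe labeling of enzyme so polarization drops; 0% = enzyme with DMSO and 100% = wells lacking PAFAH2 protein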
LYPLA1 inh: LYPLA1 inhibitors, primary screen, counter-screen for PME1 inhibitor project, biochemical, fluorescence polarization, FP-Rh probe ABPP. Acyl-protein thioesterase 1 (Homo sapiens), O75608. recombinant LYPLA1. inhibition, % at 5.9 µM. 320,000 tested, 0.16% active;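 active = inhibition above the mean of all tested compounds plus 3 SD, set per campaign, cut at about 14% in these data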;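 also: inhibitors block serine hydrolase probe labeling of LYPLA1 so polarization falls; 0% = enzyme with DMSO and 100% = wells lacking LYPLA1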
EBNA-1 inh: EBNA-1 DNA-binding inhibitors, primary screen, biochemical, fluorescence polarization; inhibition, % at 14.8 µM; 300,000 tested, 0.34% active; in the data active = inhibition above about 28%
Starred values were filed as active, the others as inactive; nt = no result given.

Under each structure: PAFAH1B2 inh, PAFAH1B3 inh, LYPLA2 counter, EBNA-1 inh, PAFAH2 FP inh, PREPL inhibitor, LYPLA1 inh, pPAFAH FP inh, ZTA DNA inh
CCOC(=O)N1CCN(C(c2ccc(Cl)cc2)c2sc3nc(C)nn3c2O)CC1 (configuration not stated)
 : 4, -2, 16, -3, 5, 8, 3, -2, -4
CC1CC(C)CN(S(=O)(=O)c2cc3c4c(c2)CCC(=O)N4CCC3)C1 (configuration not stated)
 : 10, 7, 5, 1, 10, -2, -1, 6, -1
O=C(CCc1nc2ccccc2c(=O)[nH]1)Nc1nc(-c2cccs2)cs1
 : 1, 5, -20, 10, -5, -15, -5, 5, 6
CCS(=O)(=O)C1=NN2C(=N)/C(=C\c3ccc(OC(=O)c4ccco4)cc3)C(=O)N=C2S1
 : 5, 6, 2, 8, 3, 33, 1, 8, 18
O=C(CCCCn1c(=O)[nH]c2ccsc2c1=O)NCc1ccc2c(c1)OCO2
 : 10, 5, 3, 10, -32, 10, 5, 0, 7
CN1/C(=C\C(=O)COC(=O)C2COc3ccccc3O2)C(C)(C)c2ccccc21 (configuration not stated)
 : 2, -9, -2, 1, 3, 0, -1, 1, -4
CCN(CC)c1ccc(-n2cc3c(=O)n(C)c(=O)n(C)c3c2)cc1
 : 3, -2, 7, 0, 2, 49*, 1, 11, -1
CCC1CCC2(CC1)NC(=O)N(CC(=O)c1c(C)[nH]c3ccccc13)C2=O (configuration not stated)
 : -1, 8, -10, -16, -9, -37, -8, -6, -8
Cc1ccc(C)c(C(=O)OCC(=O)N(C)c2ccccc2)c1
 : 2, -4, -3, -7, 7, 2, -5, 8, 5
CC(=O)/C(=C/N(C)C)C(=O)Nc1ccc(Cl)cc1Cl
 : 2, 0, 0, -2, -10, -4, -1, 4, 12
O=C1C(=O)N(Cc2ccco2)C(c2cccc(Cl)c2)/C1=C(\O)c1ccc2c(c1)OCCO2 (configuration not stated)
 : 17, 5, 11, -6, 14, 2, 4, 2, -6
CC(CN1CCOCC1)OC(=O)CCc1ccccc1 (configuration not stated)
 : 2, 11, 7, -12, -2, -2, 1, 6, -8
CCN(CC)S(=O)(=O)c1ccc(OC)c(NC(=O)CC2CCCC2)c1
 : -2, -10, 3, 0, 0, 0, -1, 5, 1
CCOc1ccc(CCNC(=O)CCc2nc3ccccc3[nH]2)cc1OCC
 : 3, 6, 1, -13, 5, -5, -1, 2, 8
CC(C)(C)c1nc2ccccc2c2nnc(SCC(=O)Nc3nc4ccccc4s3)n12
 : -1, 0, -10, -8, 3, 3, -2, -5, -4

Other results
Under each structure: PAFAH1B2 inh, PAFAH1B3 inh, LYPLA2 counter, EBNA-1 inh, PAFAH2 FP inh, PREPL inhibitor, LYPLA1 inh, pPAFAH FP inh, ZTA DNA inh
CC(NCc1cccn1C)c1ccccc1 (configuration not stated)
 : 0, 4, 1, 10, -3, 1, -1, 8, 7
COc1ccc(-n2cnnc2SCC(=O)c2cc(C)n(Cc3cccs3)c2C)cc1
 : 2, 4, 2, 1, 11, -2, 0, 6, 1
Cc1cc(Cl)ccc1Oc1ncc(CN2CCN(c3ccccc3)CC2)s1
 : 5, 7, 13, -2, 7, -31, 4, 4, -15
C/C(=N/OC(=O)c1cccc(Cl)c1)c1nccs1
 : 2, -4, 3, -8, 10, 30, 0, 17, 0
CCN(CC(=O)Nc1c(F)cccc1F)C(=O)CSCC(=O)Nc1cc(C)on1
 : 6, 7, -3, -5, 1, 2, -3, 2, 18
Cc1cc(=O)oc2c3c(cc(OCC(=O)NC(Cc4ccc(Cl)cc4)C(=O)O)c12)OC(C)(C)CC3 (configuration not stated)
 : 58*, 4, 1, 9, 33*, 1, 2, 27*, 4
COc1ccc(C(=O)NC2CCCc3c2cnn3-c2cc(F)cc(F)c2)c(OC)n1 (configuration not stated)
 : 1, 3, 4, 1, -4, 8, 1, -2, 4
Nc1nc(-c2ccccc2)c(N=Nc2ccccc2Cl)s1
 : 5, 16, -2, 1, 5, 61*, -5, 39*, -1
Cc1cnc(NC(=O)Cc2ccccc2F)s1
 : 2, -4, 1, 0, -3, -6, 2, 2, 2
NC(=O)c1ccc(NC(=O)COC(=O)CCSc2ccccc2)cc1
 : 4, 1, 2, 5, -6, -10, 1, 10, -9
O=C(NCc1ccc2[nH]c3c(c2c1)CCCC3)c1ccc(S(=O)(=O)N2CCCCC2)cc1
 : 3, 1, 0, -1, -6, 2, -6, 6, 10
COc1ccc(-c2nc(C#N)c(N3CC(C)OC(C)C3)o2)cc1OC (configuration not stated)
 : 7, -1, 1, -3, 1, 8, -1, 6, 0
Cc1cc(C)c(NC(=O)C2CCCN(S(=O)(=O)c3c(C)noc3/C=C/N(C)C)C2)c(C)c1 (configuration not stated)
 : 2, 4, 2, 6, -3, 2, -2, 4, 13
CCOc1ccc2ccccc2c1/C=N\NC(=O)c1ccc([N+](=O)[O-])cc1
 : 3, 3, 1, 14, 3, 5, 4, 6, -9
C[C@H]1Oc2ccccc2C(=O)C1C(=O)c1ccccc1 (some centres not stated)
 : 5, 0, 6, -11, 2, 10, 0, -1, 3

Following part.
Under each structure: PAFAH1B2 inh, PAFAH1B3 inh, LYPLA2 counter, EBNA-1 inh, PAFAH2 FP inh, PREPL inhibitor, LYPLA1 inh, pPAFAH FP inh, ZTA DNA inh
CC1(C)CC(=O)c2c(O)cc(OCC(=O)Nc3ccc(S(N)(=O)=O)cc3)cc2O1
 : 1, -1, 11, -10, -8, 4, 0, 3, 14
O=C(NCc1ccco1)C(c1ccco1)N(CCc1ccccc1)C(=O)Cn1nnc2ccccc21 (configuration not stated)
 : 6, 8, 0, -9, 2, -62, -5, -4, -6
C=CCNC(=O)C(=O)Nc1cc2c3c(c1)CCC(=O)N3CCC2
 : 4, 2, 7, 0, 0, -5, -3, 2, -2
S=C(NC1CCCCC1)NC1CC2C=CC1C2 (configuration not stated)
 : nt, nt, -8, -3, nt, 2, -6, -7, 1
COc1cccc(-c2ccc(-c3noc(-c4ccccc4F)n3)c(OC)n2)c1
 : -4, -5, -4, 8, -16, -8, 0, -1, 12
CCN(CC(=O)NCc1ccc(Cl)cc1)C(=O)c1ccc(S(=O)(=O)N(C)C)cc1
 : 5, 9, -1, 5, 3, 9, 2, 5, 4
CC1(C)CN=C(N(C(=O)Nc2ccccc2)c2ccccc2F)S1
 : nt, nt, 1, -7, nt, -7, 2, -1, 5
COc1ccc(CN2C(=O)C(CC(C)C)Nc3ncnc(N4CCOCC4)c32)cc1 (configuration not stated)
 : -3, 4, 2, 5, 3, 13, -1, 5, -31
O=C(O)c1cccnc1NC1CCCC1
 : -5, -5, 6, 5, -1, 14, 1, 5, -10
CCCCNC(=O)NS(=O)(=O)c1ccc(NC(=O)CCC(=O)c2cccs2)cc1
 : 5, 8, -5, -4, 0, 1, 0, 2, 4
COC(=O)Nc1ccc(SCC(=O)c2ccccc2)cc1
 : -1, 4, 12, 4, 1, -7, -1, 4, -1
CC(C)NC(=O)N(C)C[C@H]1Oc2c(NC(=O)Cc3ccccc3)cccc2C(=O)N([C@H](C)CO)C[C@@H]1C
 : 1, 0, nt, nt, 0, 5, nt, 0, nt
CCCCN(C(=O)CCNC(=O)NC12CC3CC(CC(C3)C1)C2)c1c(N)n(CCCC)c(=O)[nH]c1=O
 : 22, 11, 8, 6, 0, 16, -1, -1, -7
CCOC(=O)NC(=O)/C(C#N)=N/Nc1ccc(F)cc1
 : 2, 4, -4, 11, 0, -6, -3, -1, -4
Cc1ccc(C(=O)NCCCNC(=O)COc2ccc(C)c(C)c2)cn1
 : 2, 6, 7, 8, -3, 10, 3, 6, -10

Continued:
Under each structure: PAFAH1B2 inh, PAFAH1B3 inh, LYPLA2 counter, EBNA-1 inh, PAFAH2 FP inh, PREPL inhibitor, LYPLA1 inh, pPAFAH FP inh, ZTA DNA inh
CCC(=O)N1CCc2cc(S(=O)(=O)NCCC(=O)NCc3ccccc3Cl)ccc21
 : 1, 4, 4, -11, 4, -7, 0, 4, 6
CCCCCC(=O)NC(=S)Nc1ccc(NC(=O)c2ccco2)cc1
 : 2, 10, -10, -9, 3, -11, -7, -4, -4
Cc1ccccc1N(CC(=O)Nc1ccccc1C(=O)O)S(C)(=O)=O
 : 2, -1, -1, -18, -3, -5, -3, 0, 7
c1cc2c(cc1C1=NNC(=NC3CC3)SC1)OCCO2
 : 10, 10, 1, -8, 7, 2, 0, 3, -22
COc1ccc(-c2nnc(NC(=O)C(C)C)s2)c(OC)c1
 : 4, -2, 0, 5, -11, -3, 2, 1, 5
COc1ccc(/C=C/C(=O)OCC(=O)NCc2ccco2)c(OC)c1
 : 1, -1, 1, -22, 74*, -4, 5, 13, -6
Cc1ccc(N2CCN(S(=O)(=O)c3nnc(NC(=O)c4ccco4)s3)CC2)cc1
 : 13, 0, -5, 9, -2, 3, 1, 1, 8
CCSc1nnc2n1C(C)(C)Cc1ccccc1-2
 : 6, 1, 3, 1, -4, 1, 0, 5, 2
CN(CC(=O)Nc1ccccc1C(F)(F)F)C(=O)c1cc(-c2cccs2)nn1-c1ccccc1
 : 3, 10, 8, 4, -3, -12, 1, 3, 17
COCCN(CCOC)C(=S)Nc1ccccc1
 : 12, 14, 0, 12, 5, 4, -2, 1, 1
CC1=CC(C)C2C(=O)N(c3ccccc3)NC(=O)C2C1 (configuration not stated)
 : -2, 16, 4, 1, -3, 0, 2, 4, -17
Fc1ccccc1CSc1nnc(-c2cccnc2)o1
 : 1, 7, 4, -2, 11, -6, 3, 0, -8
Cc1cc(NC(=O)COC(=O)CCS(=O)(=O)c2ccc(C)c(C)c2)no1
 : 4, -1, 5, 4, 16, 15, 1, 13, 2
C=CCC(C=C)[N+]1(CC(=O)OC)CCCCC1 (configuration not stated)
 : nt, nt, -4, 11, nt, -6, -3, 4, -1
COc1cccc(NS(=O)(=O)c2cc3[nH]c(=O)c(=O)[nH]c3cc2C)c1
 : 7, 1, 10, 5, -6, 8, 4, 6, 6

Source: PubChem

These rows are one share of the data, so the mix of outcomes need not match the whole.
